PAX8 inh HTS = inhibitors of PAX8-driven TPO luciferase reporter, primary screen, RMG-I cells, single concentration; SteadyGlo, 24 h; inhibition, % at 12.6 µM; 1.2% of 360,000 active; AID 652154, 2013;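 active means mean replicate inhibition at least 60% with every replicate also reaching 60%; inconclusive means only one of the two criteria is met; inactive means mean below 60% and not all replicates reaching 60%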;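 further: luciferase light reporting Pax8 driven TPO promoter activity; plate controls were median of neutral control wells for no effect and mitoxantrone controls for full effect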
LGR2 antag = inhibitors of bursicon-induced LGR2 CRE-luciferase signal, primary screen, cell-based, HEK293, CRE-luciferase reporter, bursicon stimulation; Drosophila bursicon receptor LGR2 (rickets); bursicon-stimulated, 4 h; inhibition, % at 9.99 µM; 0.35% of 380,000 active;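 active means drop in luminescence signal, shown as inhibition above about 50% in the replicate tests, limit read from the data, passing the limit was not always enough; inconclusive means probably only some replicates passing the limit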;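 further: agonist challenge used bursicon conditioned medium at about half maximal strength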
PGC1a acetyl inh = inhibitors of PGC1a acetylation signal, primary screen, cell-based, U2OS, AlphaScreen, inhibitor mode; AlphaScreen anti-acetyl-lysine; with virally co-expressed GCN5 acetyltransferase; inhibition, % at 15.6 µM; 0.17% of 350,000 active;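 active means every replicate shows inhibition of at least 40%; inconclusive means mean inhibition at least 40% but some replicate below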;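 further: 0% = neutral control wells and 100% = positive control wells; some results beyond the cut were filed as inactive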
FN deposit inh = inhibitors of fibronectin matrix deposition, primary screen, AH1F cells, Alexa488-fibronectin fluorescence, plate reader; 0.086% of 350,000 active; inhibition, % at 12.6 µM; AH1F fibroblasts, overnight;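 active means mean inhibition across replicates of 30% or more, regardless of how many single replicates reach that level; inconclusive means mean under 30% yet at least half of replicates reach 30%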;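 further: positive control wells lacked labelled fibronectin entirely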
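Material: AH1F fibroblasts assembling fluorescent fibronectin matrix; amount: 10000 AH1F cells/well; medium: DMEM, 2% serum; reagent: Alexa488-fibronectin, 24 nM final in well; dosing: single compound dose, delivered by pin transfer; incubation: 1 h adhesion, overnight exposure; detection: fluorescence after three HBSS washes, excitation 485 nm, emission 525 nm; measure: fibronectin deposition inhibition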
PglD DTNB = C. jejuni PglD acetyltransferase inhibitors, primary screen, biochemical, DTNB colorimetric, single point; UDP-N-acetylbacillosamine N-acetyltransferase PglD (Campylobacter jejuni); purified PglD enzyme, DTNB colorimetric CoA detection; inhibition, % at 12.5 µM; 0.098% of 360,000 active; in the data active means inhibition above about 16%, passing the limit was not always enough; inconclusive means no clear call, values can overlap the other calls; further: strong numbers were not always called active
ERAP1 inh = human ERAP1 aminopeptidase inhibitors, primary screen, biochemical, single point, plate reader; Endoplasmic reticulum aminopeptidase 1 (Homo sapiens), Q9NZ08; 0.15% of 340,000 active; inhibition, % at 10.7 µM; recombinant ERAP1, Leu-AMC fluorescence, 60 min;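 active means mean replicate inhibition of at least 30%, or all replicates individually reaching that 30% level; inactive means mean below 30% and not every replicate reaching it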;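 further: 0% = neutral control wells and 100% = L-leucinethiol positive control wells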
Target sequence (Q9NZ08 whole entry, looked up): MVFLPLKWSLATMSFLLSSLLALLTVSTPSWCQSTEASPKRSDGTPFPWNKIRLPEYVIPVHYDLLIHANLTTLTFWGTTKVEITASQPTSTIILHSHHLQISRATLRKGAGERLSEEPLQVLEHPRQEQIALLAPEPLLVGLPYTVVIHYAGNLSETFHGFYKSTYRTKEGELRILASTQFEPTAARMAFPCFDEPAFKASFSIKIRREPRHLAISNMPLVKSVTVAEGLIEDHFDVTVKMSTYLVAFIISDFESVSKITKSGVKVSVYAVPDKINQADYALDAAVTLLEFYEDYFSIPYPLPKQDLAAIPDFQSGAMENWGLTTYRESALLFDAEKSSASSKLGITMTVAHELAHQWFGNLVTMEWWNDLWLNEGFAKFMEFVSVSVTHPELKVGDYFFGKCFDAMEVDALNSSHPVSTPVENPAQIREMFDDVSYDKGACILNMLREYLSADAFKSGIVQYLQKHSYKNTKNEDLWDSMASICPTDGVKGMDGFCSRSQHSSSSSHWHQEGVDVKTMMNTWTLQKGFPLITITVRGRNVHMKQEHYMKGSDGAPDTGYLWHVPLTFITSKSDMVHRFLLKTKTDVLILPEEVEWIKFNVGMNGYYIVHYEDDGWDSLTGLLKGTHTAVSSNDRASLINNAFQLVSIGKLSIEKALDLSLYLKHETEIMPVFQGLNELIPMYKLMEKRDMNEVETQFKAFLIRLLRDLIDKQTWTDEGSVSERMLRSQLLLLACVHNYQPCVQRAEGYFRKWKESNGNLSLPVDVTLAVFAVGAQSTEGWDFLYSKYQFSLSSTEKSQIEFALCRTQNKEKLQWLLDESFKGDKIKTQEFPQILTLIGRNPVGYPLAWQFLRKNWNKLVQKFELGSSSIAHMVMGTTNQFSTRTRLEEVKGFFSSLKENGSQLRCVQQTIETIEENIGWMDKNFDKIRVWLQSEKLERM
S100A4 MyoIIA = inhibitors of S100A4-myosin IIA peptide binding, primary screen, biochemical, fluorescence polarization, TAMRA-MyoIIA peptide; 0.14% of 360,000 active; Protein S100-A4 (Homo sapiens), P26447; inhibition, % at 10.7 µM;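 active means mean inhibition of at least 70% across replicates, with every replicate also reaching that level; inconclusive means mean inhibition reaches 70% but some replicates fall short; inactive means mean inhibition below 70%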
Target sequence (P26447 whole entry, looked up): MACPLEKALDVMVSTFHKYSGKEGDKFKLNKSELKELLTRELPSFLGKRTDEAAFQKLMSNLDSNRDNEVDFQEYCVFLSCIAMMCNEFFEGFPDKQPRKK
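Material: S100A4 monomer protein | Medium: HEPES pH 7.2 with CaCl2, KCl, NaCl, DTT, Triton | Reagent: Labelled myosin peptide probe, 5 nM | Doses: One dose per compound | Times: 5 min incubation before reading | Benchmarks: Neutral control DMSO, positive control TFP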
EWS-Fli inh = EWS/Fli-driven NR0B1 reporter inhibitors, primary screen, A673 cells, NR0B1 luciferase, luminescence, MLPCN library | 0.67% of 350,000 active | viability-normalised | AID 651661, 2012 | inhibition, % at 12.6 µM;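 active means mean inhibition of at least 50% after viability correction, with every replicate also passing that limit; inconclusive means mean reaches 50% but only one of two replicates passes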;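 further: firefly luciferase signal divided by Alamar Blue viability fluorescence both relative to DMSO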
An asterisk follows results filed as active; u = inconclusive; x = not tested or not shown.

SMILES	PAX8 inh HTS	LGR2 antag	PGC1a acetyl inh	FN deposit inh	PglD DTNB	ERAP1 inh	S100A4 MyoIIA	EWS-Fli inh
CCCC(=O)Nc1ccc2c(c1)C(=O)N(C)[C@@H]1CC[C@@H](CC(=O)NCc3ccccc3Cl)O[C@H]1CO2	8	-9	2	-15	0	0	2	-1
COC(=O)[C@H](Cc1ccccc1)NC(=O)N1CCN(c2ccc(F)cc2)CC1	-7	6	-5	-4	-6	-3	-1	-2
COc1ccc(NC(=O)C2CC(=O)n3ncnc3N2)cc1 (stereo not given)	x	-3	15	1	-3	x	x	x
CC1(C)CC(=NOC(=O)c2ccccc2)CC(C)(C)N1O	3	13	-11	4	-6	3	-3	-18
C[C@H]1CN([C@@H](C)CO)C(=O)c2cccc(NC(=O)C3CCCCC3)c2O[C@@H]1CN(C)C(=O)NC1CCCCC1	x	13	0	x	6	0	-5	1
C[C@@H]1CN([C@@H](C)CO)S(=O)(=O)c2ccc(Br)cc2O[C@@H]1CN(C)CC1CCOCC1	-12	-6	13	x	4	0	-1	-10
O=S(=O)(N[C@@H]1CC[C@H](CCn2cc(-c3cccc(F)c3)nn2)O[C@H]1CO)c1ccc(Cl)cc1	6	7	-3	x	1	-5	5	3
CCOC(=O)c1c(S(=O)(=O)NCC(=O)NCc2ccccc2Cl)c(C)n(C)c1C	-14	3	-1	-21	5	3	-9	-19
C[C@@H]1CN([C@H](C)CO)C(=O)c2cc(NC(=O)Nc3ccccc3)ccc2O[C@@H](C)CCCCO[C@@H]1CN(C)Cc1ccncc1	7	6	-3	2	-2	0	2	x
C[C@@H]1CN([C@@H](C)CO)C(=O)c2cc(NC(=O)Nc3ccccc3)ccc2O[C@@H]1CN(C)C(=O)Nc1cccc2ccccc12	x	-8	16	x	-1	-5	-5	13
COC(=O)[C@@]1(Cc2ccc(F)cc2)[C@H]2c3cc(C(=O)N4CCCC4)n(C[C@H](O)CO)c3C[C@H]2CN1C(=O)c1ccccc1	0	-7	x	-5	x	3	7	3
CC(C)c1cn(CC[C@H]2CC[C@@H](NS(=O)(=O)c3ccc(F)cc3)[C@@H](CO)O2)nn1	0	-17	-2	-3	-1	-2	-4	5
CCOC(=O)CN(C(=O)COc1nc(C)cc(C)c1C#N)c1ccc(Cl)cc1	14	4	x	0	x	-4	1	7
O=C(c1ccc(CSc2nc3ccncc3[nH]2)cc1)N1CCCCC1	-57	-11	4	-2	3	1	-1	-19
Cc1ccc(C)c(OCC(=O)NNC(=O)C2CCC2)c1	0	9	23	-4	9	2	0	-75
CC(=O)N1[C@H](C(=O)N2CCc3ccccc3C2)[C@@H](CO)[C@@H]2Cn3c(cccc3=O)[C@@H]21	x	-13	3	x	x	1	9	-1
COCCn1c(SCC(=O)Nc2ccc(S(=O)(=O)N3CCOCC3)cc2)nc2ccccc21	1	x	-1	-10	1	x	x	x
C[C@@H]1CCCCO[C@@H](CN(C)C(=O)c2ccncc2)[C@@H](C)CN([C@H](C)CO)C(=O)c2cc(NS(=O)(=O)c3cccs3)ccc2O1	0	-2	1	-3	12	1	1	-5
CC(=O)N1c2ccc(S(=O)(=O)N3CCCC(C(=O)Nc4cccc(Cl)c4)C3)cc2CC1C (stereo not given)	15	-2	-13	-14	-1	-1	0	20
O=C(NNS(=O)(=O)c1ccc(F)cc1)c1cc2ccccc2cc1O	-11	4	2	1	11	-11	-1	6
COc1cccc(C(=O)NCCN2CCOCC2)c1	x	-1	x	x	x	1	-5	-7
C/C(=C\c1ccc(Br)cc1)C(=O)c1c(C)cc(C)[nH]c1=O	17	44	26	0	-4	3	-2	11
COc1cccc(C2=NOC(C(=O)Nc3cccnc3Cl)C2)c1 (stereo not given)	-16	x	2	4	x	-3	-2	-6
COCCCNC(=O)c1ccc(CSCc2ccc(C)cc2)o1	13	8	u	-9	1	6	-7	5
O=C1CS/C(=N/N=C\c2ccn[nH]2)N1	7	5	-12	-6	3	x	-5	10
Cc1cc(/C=C2/C(=O)N(C)C(=S)N2C)ccc1N1CCCC1	-19	19	6	1	x	-4	-6	-86
CCOC(=O)c1ccccc1NC(=O)Cc1ccc(S(=O)(=O)N2CCCC2)s1	x	2	-4	-3	-1	1	1	-29
Cn1cc(S(=O)(=O)Nc2cccc3ccccc23)c(=O)n(C)c1=O	12	-7	x	x	2	1	-1	-7
CC1CCN(S(=O)(=O)c2cn(CC(=O)N3CC(C)CC(C)C3)c(=O)c3ccccc23)CC1 (stereo not given)	-10	10	-2	1	-1	x	x	x
Cc1ccc(CN2CCCC(CO)(Cc3ccccc3C)C2)s1 (stereo not given)	-14	28	6	x	1	-2	2	0
CC(=O)c1ccc(OCC(=O)OC(C)C(=O)NC2CCCCC2C)cc1 (stereo not given)	4	-4	7	1	-1	-2	-24	0
COc1ccc(NC(=O)N(C)C[C@H]2OCCCC[C@@H](C)Oc3ccc(NC(=O)Nc4ccccc4)cc3C(=O)N([C@@H](C)CO)C[C@H]2C)cc1	9	0	1	-8	2	-2	-4	-11
O=c1c2ccccc2c(C=NCc2ccccn2)c(O)n1-c1ccccc1Cl	-12	21	x	-5	x	3	4	3
CCS(=O)(=O)N1CC(=O)N2[C@H](CO)[C@@H](c3ccc(C#CC4CCCCC4)cc3)[C@@H]2C1	x	-12	-7	5	x	1	29	0
CCCNC(=O)N(C)C[C@@H]1Oc2ncc(C#CCc3ccccc3)cc2C(=O)N([C@@H](C)CO)C[C@H]1C	15	8	-11	x	0	-3	-13	8
C[C@H]1CCCCO[C@@H](CN(C)C(=O)CCC(F)(F)F)[C@@H](C)CN([C@@H](C)CO)C(=O)c2cc(NS(C)(=O)=O)ccc2O1	-5	-13	33	x	2	3	2	-4
O=C(NC(c1ccc(Cl)cc1)c1ccsc1)C1CCN(Cc2cccc(C(F)(F)F)c2)CC1 (stereo not given)	5	20	-14	3	0	-1	1	-2
c1ccc(C(c2ccccc2)N2CCN(Cc3nnnn3C3CCCCC3)CC2)cc1	7	x	2	6	3	x	x	x
COC(=O)c1ccc2c(c1)NC(=O)CS2	16	-27	8	14	-4	6	-1	-2
Cc1ccc(C(=O)NCCN2CCOCC2)c(Cl)c1	-19	-11	x	-4	-3	0	-8	-39
CCNC(=S)N/N=C/c1cccs1	-3	x	0	11	-4	x	x	x
COc1ccc(NC(=O)C(CC(=O)O)Cc2ccc(C)cc2)cc1 (stereo not given)	7	-32	11	-1	x	4	-1	-2
Cn1ncc(Br)c1NC(=O)CSc1ccc(Cl)cc1	11	5	3	1	x	1	2	10
C[C@H]1CN([C@@H](C)CO)C(=O)Cc2cc(NC(=O)NC3CCCCC3)ccc2O[C@@H]1CN(C)S(=O)(=O)c1ccccc1	-12	-15	-6	5	-1	-1	8	-3
O=C(CN1CCCC1)Nc1nnc(-c2cccs2)s1	-25	-13	x	-4	x	3	-31	-11
O=C1CC(C(=O)Nc2cccc(F)c2)n2c(nc3ccccc32)N1 (stereo not given)	-5	-10	0	-5	0	-3	1	-1
CC(C)C[C@H]1CNC(=S)N1CC1CCCN1C[C@H](CC(C)C)N1C[C@H](Cc2ccc(O)cc2)N(CC2CCCCC2)C1=S (stereo not given in full)	12	12	5	x	0	1	5	-2
CCCCCNC(=O)c1ccc(NC(=O)CC2SC(N3CCCC3)=NC2=O)cc1 (stereo not given)	-5	-11	x	-6	4	0	0	-36
O=C(O)c1ccc(NC(=O)c2cn(-c3ccccc3)nc2-c2ccc(Cl)cc2)cc1	-33	-15	-10	x	1	-6	-1	-31
CSCCC(NS(=O)(=O)c1cccc(C(F)(F)F)c1)C(=O)N(C)CCOc1ccc(Cl)cc1 (stereo not given)	28	10	-9	7	x	-2	-2	12
CCNCCC(CCC(C)C)c1ccc2c(c1)OCO2 (stereo not given)	14	7	-8	5	-1	-1	0	3
CCOc1cc(NC(=O)c2ccccn2)c(OCC)cc1NC(=O)c1ccc(C)cc1	-4	7	2	7	1	-3	-3	9
NS(=O)(=O)c1cc(Br)c2c(c1)S(=O)(=O)NCN2	16	-1	7	-1	-1	6	4	8
Cc1ccc(S(=O)(=O)N(C)C[C@H]2Oc3cc(C4=CCCC4)ccc3S(=O)(=O)N([C@@H](C)CO)C[C@@H]2C)cc1	0	-13	-4	x	0	x	-29	4
COc1ccccc1OCC(=O)Nc1nnc(C2CCCC2)s1	-25	4	6	-7	-1	-2	1	-7
CO[C@H]1CN(C)C(=O)c2ccc(NC(=O)c3ccc4c(c3)OCO4)cc2OC[C@H](C)NC[C@H]1C	-12	20	3	9	4	0	-2	-6
CSCC[C@H](NC(=O)N1CCn2c1nc1ccccc12)C(=O)NCc1ccc2c(c1)OCO2	38	-4	4	4	0	-2	33	x
O=C(C[C@@H]1C[C@H]2c3cc(NS(=O)(=O)c4ccc(F)cc4)ccc3O[C@H]2[C@H](CO)O1)NCc1cc(F)ccc1F	x	-11	2	5	-2	-1	9	14
OC(c1ccccc1)(c1ccccc1)c1nccn1-c1ccccc1	x	-3	-9	11	-5	-2	-8	-10
O=C(CC1Nc2ccccc2NC1=O)NCCc1ccccc1 (stereo not given)	-22	x	4	2	4	x	x	x

The list continues.
SMILES	PAX8 inh HTS	LGR2 antag	PGC1a acetyl inh	FN deposit inh	PglD DTNB	ERAP1 inh	S100A4 MyoIIA	EWS-Fli inh
CCOC(=O)N1CCC(NC(=O)c2cc(C(=O)Nc3ccc(S(=O)(=O)N4CCCCC4)cc3)ccc2CO)CC1	1	-23	x	-3	x	-2	1	11
COc1ccccc1OCCSc1nnc(CNC(=O)c2ccco2)n1C	2	13	x	-2	1	2	0	-7
COCCN1CC(=O)N2C(c3cccc(C)c3)c3[nH]c4ccccc4c3C[C@H]2C1=O (stereo not given in full)	4	0	x	19	x	-2	7	17
Cc1cc(NC(=O)CSc2sc3c(O)cc(=O)[nH]c3c2C#N)ccc1Br	10	-9	x	-2	x	3	-8	8
C[C@@H](NC(=O)C[C@H]1C=C[C@@H](NC(=O)Cc2ccccn2)[C@H](CO)O1)c1ccccc1	x	6	-5	-5	5	-9	-4	x

Five compounds out of the list, arranged by molar mass, largest number first.
SMILES	PAX8 inh HTS	LGR2 antag	PGC1a acetyl inh	FN deposit inh	PglD DTNB	ERAP1 inh	S100A4 MyoIIA	EWS-Fli inh
O=C(C[C@@H]1C[C@H]2c3cc(NS(=O)(=O)c4ccc(F)cc4)ccc3O[C@H]2[C@H](CO)O1)NCc1cc(F)ccc1F	x	-11	2	5	-2	-1	9	14
Cc1cc(NC(=O)CSc2sc3c(O)cc(=O)[nH]c3c2C#N)ccc1Br	10	-9	x	-2	x	3	-8	8
C[C@@H](NC(=O)C[C@H]1C=C[C@@H](NC(=O)Cc2ccccn2)[C@H](CO)O1)c1ccccc1	x	6	-5	-5	5	-9	-4	x
COc1ccccc1OCCSc1nnc(CNC(=O)c2ccco2)n1C	2	13	x	-2	1	2	0	-7
OC(c1ccccc1)(c1ccccc1)c1nccn1-c1ccccc1	x	-3	-9	11	-5	-2	-8	-10
